# zfTRPN1 agonist = zebrafish TRPN1 channel agonists, primary screen, cell-based, HEK293, calcium fluorescence | activation, % at 3 µM | AID 1424, 2008 | HEK293 zebrafish TRPN1-YFP, Fluo-8 calcium fluorescence; 100% = response to 87 µM carbachol | 220,000 compounds, 0.18% hits;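 active means activation above its plate's cutoff, the mean activation of test wells on that plate plus 3 SD, cut at about 19% in these data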;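 further: 0% = DMSO alone and 100% = 87 µM carbachol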
#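 Material: zebrafish TRPN1-YFP in HEK293 cells; Doses: single test compound dose, 3 µM nominal, 0.3% DMSO; Timing: dye loading 1 h at 37 °C, then 30 min room temperature; Technique: intracellular calcium fluorescence with Fluo-8; Benchmarks: high carbachol 87 µM, low DMSO alone.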
# m-calpain inh = inhibitors of pig calpain II, primary screen, biochemical, fluorogenic peptide substrate, 1536-well; inhibition, % at 16 µM; AID 1236, 2008; purified calpain II, 30 min; 220,000 compounds, 0.37% hits;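 active means inhibition above about 50%, limit read from the data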
# BaF3 tox = parental Ba/F3 cell viability inhibition, counter-screen for JAK2V617F inhibitor project, murine pro-B, CellTiter-Glo luminescence; inhibition, % at 5.6 µM; 220,000 compounds, 1.1% hits; AID 1486, 2009; CellTiter-Glo ATP luminescence;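 active means inhibition above a per-campaign cutoff, the mean inhibition of all tested compounds plus 3 SD, cut at about 27% in these data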;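 further: 0% = DMSO wells and 100% = JAK Inhibitor I control wells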
# EP2 modulator = EP2 receptor modulators, cAMP readout, primary screen, cell-based, HTRF cAMP, PGE2 stimulation | Prostaglandin E2 receptor EP2 subtype (Homo sapiens), P43116 | EP2-expressing cells, cAMP HTRF FRET, PGE2 co-stimulation | induction, % at 25 µM | 260,000 compounds, 0.83% hits | AID 940, 2007;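 active means compounds whose cAMP rise, as percent of the full-agonist control response, exceeds 60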;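 further: rat C6 glioma line stably carrying human EP2 under a CMV promoter; the protocol text gives 20 µM as final concentration; 100% = response of wells given 1 µM PGE2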
# Target sequence (P43116 whole entry, looked up): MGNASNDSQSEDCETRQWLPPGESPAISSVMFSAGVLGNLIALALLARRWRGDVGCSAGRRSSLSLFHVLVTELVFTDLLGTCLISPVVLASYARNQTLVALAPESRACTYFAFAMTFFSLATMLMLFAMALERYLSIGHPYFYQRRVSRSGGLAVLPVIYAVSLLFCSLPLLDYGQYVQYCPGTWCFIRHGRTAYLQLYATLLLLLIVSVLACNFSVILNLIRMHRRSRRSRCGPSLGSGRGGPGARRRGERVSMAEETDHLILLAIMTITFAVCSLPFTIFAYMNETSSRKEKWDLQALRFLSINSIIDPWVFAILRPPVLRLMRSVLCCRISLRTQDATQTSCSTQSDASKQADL
# S1P4 antag = S1P4 receptor antagonists, primary screen, cell-based; S1P4-expressing cells, antagonist mode, reporter read-out; 220,000 compounds, 0.26% hits; inhibition, % at 4.98 µM; Sphingosine 1-phosphate receptor 4 (Homo sapiens), O95977; in the data active means inhibition above about 29%;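 further: 0% = wells stimulated with agonist and 100% = vehicle wells without agonist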
# Target sequence (O95977 whole entry, looked up): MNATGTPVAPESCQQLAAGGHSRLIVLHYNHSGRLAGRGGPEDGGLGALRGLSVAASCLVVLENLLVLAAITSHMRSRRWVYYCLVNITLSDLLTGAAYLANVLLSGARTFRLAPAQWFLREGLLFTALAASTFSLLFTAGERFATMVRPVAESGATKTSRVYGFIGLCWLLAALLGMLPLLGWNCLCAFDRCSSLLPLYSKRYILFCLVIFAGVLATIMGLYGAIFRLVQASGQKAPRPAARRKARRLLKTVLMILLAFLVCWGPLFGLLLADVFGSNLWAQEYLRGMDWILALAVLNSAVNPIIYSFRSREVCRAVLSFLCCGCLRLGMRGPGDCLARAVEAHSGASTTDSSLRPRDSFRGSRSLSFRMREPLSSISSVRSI
# TRPML3 agonist = human TRPML3 channel agonists, primary screen, cell-based, HEK293 TRPML3-YFP, Fluo-8 calcium fluorescence, 3 µM; activation, % at 3 µM; 100% = the carbachol control signal; AID 1448, 2008; Mucolipin-3 (Homo sapiens), Q8TDD5; 220,000 compounds, 0.29% hits;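 active means activation above its plate's cutoff, the mean activation of the plate's test wells plus 3 SD, cut at about 12% in these data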;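 further: 0% = DMSO only wells and 100% = carbachol wells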
#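 system = HEK293 cells stably carrying human TRPML3-YFP | doses = one concentration, 3 µM nominal, 0.3% DMSO | timing = dye loading 1 h 37 °C then 30 min ambient, 125 s read | detection = Fluo-8 calcium dye fluorescence, ex 470-495, em 515-575 nm | benchmarks = high control carbachol 87 µM, low control DMSO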
# PERK inhibitor = block of dimerizer-induced PERK translation repression, primary screen, PERK inhibitor project, CHO PERK-DD cells, SEAP luminescence, HTS | Eukaryotic translation initiation factor 2-alpha kinase 3 (Homo sapiens), Q9NZJ5 | CHO PERK-DD fusion, SEAP luminescence translation reporter | inhibition, % at 5.6 µM | 220,000 compounds, 0.17% hits;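 active means inhibition above the mean inhibition of all tested compounds plus 3 SD, set separately per screening campaign, cut at about 2.9% in these data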;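 further: PERK kinase domain activated by AP20187 dimerizer at 100 nM; 0% = DMSO with dimerizer and 100% = rapamycin at 8.4 µM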
# Ba/F3 V617F tox = reduced viability of JAK2V617F-dependent Ba/F3 cells, primary screen, JAK2V617F inhibitor project, cell-based, Ba/F3 EpoR-JAK2V617F, luminescence. inhibition, % at 5.6 µM. 220,000 compounds, 1.1% hits. AID 1446, 2008. ATP luminescence;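 active means inhibition above the campaign mean plus 3 SD over all tested compounds, cut at about 24% in these data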;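 further: cytokine-independent growth of Ba/F3 cells driven by EpoR plus mutant JAK2; 0% = DMSO-treated cells and 100% = JAK inhibitor I control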
# S1P4 agonist = S1P4 receptor agonists, primary screen, cell-based. Sphingosine 1-phosphate receptor 4 (Homo sapiens), O95977. S1P4-expressing cell line, agonist reporter assay. activation, % at 4.98 µM. 220,000 compounds, 0.35% hits; in the data active means activation above about 11%;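 further: 0% = DMSO vehicle and 100% = reference agonist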
# An asterisk follows results filed as active; · = not tested or not shown; & = joins results of further samples. Hits appear at their usual frequency; any-hit rate near 3.6%.
SMILES,zfTRPN1 agonist,m-calpain inh,BaF3 tox,EP2 modulator,S1P4 antag,TRPML3 agonist,PERK inhibitor,Ba/F3 V617F tox,S1P4 agonist
CC(Oc1cc(F)ccc1[N+](=O)[O-])C(=O)N(C)CC(=O)Nc1ccccc1C(F)(F)F (centres undefined),0.1,-10,-3,-3,15,0.3,-0.2,-5,2.6
CCCOC(=O)c1ccc2c(c1)C(=O)N(c1ccccc1)C2=O,-0.2,3,-2,5,-1,0.0,1.1,-5,-2.3
O=C1C(=O)N(Cc2ccccc2)C(=O)N1CCOc1ccccc1,-0.8,6,18,6,-10,0.4,1.8,-1,2.8
Cc1ccc(C(C)C)c(OCC(=O)N/N=C/c2ccc(S(=O)(=O)O)o2)c1,-0.4,25,-1,5,8,0.6,0.0,2,-0.1
O=C(CN1CCC(n2nnc3ccccc32)CC1)Nc1ccc2c(c1)CCC2,-1.1,-7,2,-22,-10,-0.6,-1.3,-2,0.6
O=C1N/C(=C\c2ccc(O)cc2)C(=O)c2ccccc21,3.8,3,5,-27,-4,0.7,1.9,13,1.7
CCOC(=O)Cn1c(=O)oc2cc(S(=O)(=O)NCc3ccccn3)ccc21,-0.1,-2,1,14,-14,0.9,0.9,-4,-0.8
Cc1cc([N+](=O)[O-])nn1CCCC(=O)NCc1ccc(F)cc1,-0.9,35,5,13,-11,-0.2,-0.1,-1,2.1
Oc1c(C(Nc2ccccn2)c2cccnc2)cc(Cl)c2cccnc12 (centres undefined),-0.1,-5,4,42,-7,0.2,0.2,-4,-1.9
COc1cc(CN2CCC(C(=O)N3CCN(c4ccccc4F)CC3)CC2)cc(OC)c1O,2.6,-15,4,16,-3,0.5,0.4,-2,1.5
CN(C)S(=O)(=O)c1ccc(NC(=O)N2CCN(c3ccccc3)CC2)cc1,0.3,-23,5,-1,6,0.3,1.6,-2,0.7
CCOC(=O)N1CCN(C(=O)CSc2nc3c([nH]c4ccccc43)c(=O)n2C)CC1,0.6,0,7,-37,-2,0.8,0.1,-2,-0.6
CCCCOc1ccc(C(=O)CCNC(C(=O)O)C(C)CC)cc1 (centres undefined),1.0,·,1,·,-12,0.8,0.2,-1,-0.5
COc1ccc(Cl)cc1NC(=O)C1(c2cccs2)CCOCC1,-1.1,2,8,41,16,-0.1,1.1,3,-0.3
CS(=O)(=O)c1ccccc1-c1nc(-c2cc(C(F)(F)F)cc(C(F)(F)F)c2)no1,0.9,-23,7,31,-9,0.1,1.5,-1,2.6
CCN(CC)S(=O)(=O)c1cccc(C(=O)c2c(C)cc3ccccn23)c1,-0.9,8,5,-62,-7,-0.3,-0.3,-2,-0.8
Cn1c(SCC(=O)c2ccccc2)nnc1-c1cccs1,2.2,-26,-2,-25&-5,-25,0.8,0.8,-1,1.6
CCOCCc1nnc(NC(=O)c2cc(OC)c(OC)cc2[N+](=O)[O-])s1,0.8,0,4,18,-10,0.9,1.2,1,0.8
CCC(Nc1ccc(OC)cc1)C(=O)N/N=C/c1ccc([N+](=O)[O-])cc1 (centres undefined),0.8,4,-1,-6,-18,0.3,-1.2,-2,1.4
CN(C)CCCN(C(=O)c1ccc2c(c1)CCCC2)c1nc2ccc(Cl)cc2s1,2.5,18,5,0,-13,1.5,-0.6,0,1.8
COc1ccc(C(=O)OC2CCN(c3ncc(C(F)(F)F)cc3Cl)CC2)cc1,0.0,-22,1,0,5,-0.3,1.2,1,0.9
CCN(CC)S(=O)(=O)c1ccc2oc(Nc3ccc4c(c3)OCCO4)nc2c1,-0.4,-5,4,-11,14,-0.1,-0.8,1,-3.5
CCOc1ccc(C(CC(=O)O)NC(=O)c2cccs2)cc1OC (centres undefined),0.6,-37,8,-4&30,-11,1.4,1.4,-2,-0.4
O=C(CCc1nnc(-c2ccccc2)o1)NCC1CCN(C2CCCC2)CC1,0.6,9,7,-7,-7,0.4,2.3,0,0.9
CNC(=O)CSc1nnc(C2CC2)n1-c1ccccc1,1.5,-24,6,2,-16,0.7,1.3,3,0.9
O=C(CC(Nc1ccccc1)c1ccc(F)cc1)c1ccccc1 (centres undefined),-2.3,28,-3,13,15,0.1,0.8,-3,0.7
O=C1CN(C(=O)CNCc2ccccc2Cl)c2ccccc2N1,-3.0,22,-2,2,-3,0.1,0.0,0,-1.4
CC(C)CC(CC(C)C)=NNC(=O)c1ccc(CSc2nncn2C)cc1,-0.2,-37,2,35,-3,0.8,1.1,-4,1.7
CCn1c(=O)n(CC(=O)NCc2ccccc2OC)c(=O)c2ccccc21,0.4,-9,4,12,6,0.5,0.2,-1,-2.9
O=C(N=c1ccn(-c2nc3ccccc3nc2NS(=O)(=O)c2ccccc2)cc1)c1cccs1,0.7,-213,5,0,-24,1.3,-0.7,-2,-0.1
CCCCNc1c(NC(C)=O)c(=O)oc2ccccc12,-0.5,15,5,22,-9,0.2,-0.2,4,0.5
COc1cc(C(=O)NCc2cccc3ccccc23)cc(Cl)c1OC,-1.9,28,7,-28,-13,-0.3,0.1,-3,0.0
Fc1ccc(NC(=S)NCCN2CCOCC2)c(F)c1F,-0.8,15,7,13,-13,-0.1,1.6,1,0.2
O=C(Oc1cccc(Oc2ccccc2)c1)N1CCOCC1,0.2,0,6,8,-21,-0.5,0.8,-3,-0.4
O=C(CSc1n[nH]c(=O)n1C1CC1)NCc1ccccc1,0.8,4,7,-1,2,0.6,-0.1,-1,1.5
CCn1c(SC(C)C(=O)OC)nnc1-c1c[nH]c2ccccc12 (centres undefined),0.6,-5,-1,8,-6,0.9,1.7,-4,1.1
Cc1cc(C)n2nc(SCC(=O)N/N=C/c3ccc(F)cc3)nc2n1,1.3,-1,1,5,-6,0.8,0.7,2,0.6
CC(=O)NCc1ccc(S(=O)(=O)NC(C(=O)O)C(C)C)cc1 (centres undefined),-0.3,-15,5,11,5,1.2,0.4,2,-0.5
COc1ccccc1-c1noc(CCC(=O)Nc2cccc(C(F)(F)F)c2)n1,4.8,12,5,4,-17,1.3,0.3,-2,1.1
CN(C)S(=O)(=O)Nc1ccccc1C(N)=O,1.7,-162,2,42,0,0.2,-0.2,1,-1.0
COc1cc2c(cc1O)CC[C@@H]1[C@@H]2CC[C@]2(C)[C@@H](O)CC[C@@H]12,0.1,24,78*,-41&-42,11,0.4,1.4,76*,0.2
COc1ccc(N(C(C)C(=O)NN=C2CCCCCCC2)S(C)(=O)=O)cc1 (centres undefined),0.0,-8,0,1,-7,0.3,0.3,-3,1.4
O=C(O)CCC(=O)N1CCc2cc(S(=O)(=O)Nc3ccc4c(c3)OCCO4)ccc21,0.5,6,3,-9,-20,1.2,0.2,1,1.1
O=c1[nH]c(=S)c2ncn(-c3ccccc3)c2[nH]1,0.0,1,-4,27,5,1.1,1.7,-3,-0.5
Cc1cc(Br)ccc1NC(=O)CN1C(=O)CCC1=O,-0.5,-18,1,-5,-21,0.8,0.5,-5,-4.1
CS(=O)(=O)c1ccc(SCC(=O)NC2CCS(=O)(=O)C2)c([N+](=O)[O-])c1 (centres undefined),-0.2,38,-3,4,2,-0.2,0.7,2,-1.7
Cc1c(/N=C/c2ccco2)n(Cc2ccccc2)c2ccccc12,-0.6,9,4,53,-9,-0.6,0.1,3,0.1
COc1ccc2c(CC(=O)Nc3c(C)n(C)n(-c4ccccc4)c3=O)coc2c1,-0.6,-3,2,4,6,0.8,-0.5,0,3.6
O=C(NC1CCCC1)C(c1ccco1)N(Cc1ccccc1)C(=O)c1csnn1 (centres undefined),-1.0,3,5,-5&6,-5,-0.2,-1.7,6,-1.6
CCN(CC)C(=O)C(=O)N/N=C/c1ccc(C(=O)OC)cc1,-0.2,10,4,1,-12,0.4,0.6,-3,0.5
COC(=O)C1=C(C)C(c2ccc(OC)cc2)NC(=O)N1 (centres undefined),0.2,-41,6,24,-20,0.5,0.8,-2,2.2
O=C(O)c1cc(N/N=C/c2ccc3c(c2)OCO3)ccc1Cl,0.7,-26,3,-24,-3,0.3,0.8,1,-0.9
CCOC(=O)c1nnc2ccnn2c1N,0.3,18,3,15,3,1.0,1.0,-1,1.3
O=C(c1ccc(S(=O)(=O)N2CCCCC2)cc1)N1CCN=C1SCc1cccnc1,0.3,-30,2,-20,-8,0.9,-0.5,1,0.7
CC(=O)N(C)c1cccc([N+](=O)[O-])c1,0.3,0,0,8,7,-0.7,1.0,-5,-2.0
CC1=C(C(=O)Nc2ccccn2)C(c2ccc3c(c2)OCO3)C2=C(CC(C)(C)CC2=O)N1 (centres undefined),1.8,-157,0,28,-13,0.7,-0.1,-1,0.5
CCC(=O)/C=C1/Sc2ccccc2N1CC,0.3,20,2,-32,21,-0.9,0.5,0,0.5
COc1cccc(C(=O)N(CN2CCCC2=O)c2ccccc2OC)c1,0.3,4,1,2,-3,-0.3,0.9,-3,2.4
COCCCNc1nc2c(c(=O)[nH]c(=O)n2C)n1CCCc1ccccc1,1.1,-10,1,0,-2,0.0,-1.2,3,2.2
O=C(NCCC1=CCCCC1)C1CCN(C(=O)Nc2ccccc2)CC1,0.2,8,5,22&29,1,0.3,-0.6,5,1.0

# Continued.
SMILES,zfTRPN1 agonist,m-calpain inh,BaF3 tox,EP2 modulator,S1P4 antag,TRPML3 agonist,PERK inhibitor,Ba/F3 V617F tox,S1P4 agonist
CCOc1c(Br)cc(C(N)=O)cc1OCc1ccccc1,-1.9,2,4,62*,-24,-1.2,0.2,-2,-1.5
CCC(=O)c1ccc(OCC(O)CN(C)C2CCCCC2)cc1 (centres undefined),0.4,32,4,3,-7,0.3,0.0,-1,-1.9
O=C(CSc1nnc(-c2ccc(C(F)(F)F)cn2)o1)Nc1ccccc1Cl,2.2,-23,0,0,-7,0.9,-0.6,3,1.2
O=C(CNC(=O)c1ccc(Br)cc1)NCC(=O)OCC(=O)c1ccccc1,-0.8,-26,-1,7,7,-0.5,0.6,0,-0.2
Cc1cc(Cl)c(S(=O)(=O)N/N=C/c2ccc3c(c2)OCO3)c(Cl)c1,0.6,-10,0,-31,-5,0.7,2.7,-5,0.7

# 3 entries from above, arranged by the value under EP2 modulator, high to low.
structure	m-calpain inh	EP2 modulator	S1P4 antag	TRPML3 agonist	PERK inhibitor	S1P4 agonist
CN(C)S(=O)(=O)Nc1ccccc1C(N)=O	-162	42	0	0.2	-0.2	-1.0
CC(=O)NCc1ccc(S(=O)(=O)NC(C(=O)O)C(C)C)cc1 (centres undefined)	-15	11	5	1.2	0.4	-0.5
O=C(CN1CCC(n2nnc3ccccc32)CC1)Nc1ccc2c(c1)CCC2	-7	-22	-10	-0.6	-1.3	0.6
